TDP1 inh: blocks human tyrosyl-DNA phosphodiesterase 1. actives 0.28% (n = 350,000). AID 485290. Potency, µM (top dose mostly 130 µM), for the others: at the highest dose activity change, negative = inhibition, actives largely listed as inhibitors. Q9NUW8. recombinant TDP1, AlphaScreen DNA substrate cleavage; also: nearly all actives have a fitted effect of over 40% in size
Target sequence (Q9NUW8 whole entry, looked up): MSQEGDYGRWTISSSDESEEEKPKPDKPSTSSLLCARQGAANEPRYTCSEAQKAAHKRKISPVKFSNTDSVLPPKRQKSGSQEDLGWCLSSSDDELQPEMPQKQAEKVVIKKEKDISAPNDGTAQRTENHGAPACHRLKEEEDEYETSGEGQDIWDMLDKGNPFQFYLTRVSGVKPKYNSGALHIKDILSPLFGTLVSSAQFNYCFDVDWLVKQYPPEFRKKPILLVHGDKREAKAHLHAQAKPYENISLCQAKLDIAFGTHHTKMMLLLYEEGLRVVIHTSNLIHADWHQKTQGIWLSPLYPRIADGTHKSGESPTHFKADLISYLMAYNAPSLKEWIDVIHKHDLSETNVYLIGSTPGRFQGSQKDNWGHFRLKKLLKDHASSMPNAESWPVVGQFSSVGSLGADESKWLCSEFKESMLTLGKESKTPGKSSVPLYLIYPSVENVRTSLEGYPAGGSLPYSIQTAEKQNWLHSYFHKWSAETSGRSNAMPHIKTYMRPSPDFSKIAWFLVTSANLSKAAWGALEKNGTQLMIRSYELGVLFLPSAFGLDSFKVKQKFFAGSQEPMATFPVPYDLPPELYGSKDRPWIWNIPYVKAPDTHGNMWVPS
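Enzyme-compound mixtures sat 15 min at room temperature, followed by a 5 min reaction with 15 nM final substrate and 10 min with AlphaScreen beads. Recombinant human Tdp1 was used at 1 nM final.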
TDP1 cell CPT: growth inhibition of DT40 Tdp1-/-;hTDP1 cells with camptothecin (screen for TDP1 inhibitors) | Potency, µM (highest dose often 46.2 µM), inactives show at the top dose activity change, negative = growth inhibition, actives largely listed as inhibitors | chicken DT40 Tdp1-/-;hTDP1 cells + 20 nM CPT, ATP luminescence, 48 h | actives 12% (n = 420,000); also: nearly all actives have a fitted effect of over 55% in size
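Cell growth measured by CellTiter-Glo luminescence after a minimum 48 h, 37 C compound exposure with 20 nM CPT in Tdp1-knockout DT40 cells stably expressing hTDP1, seeded 400/well; qHTS titration format.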
DT40 TDP1 no CPT: qHTS for Inhibitors of human tyrosyl-DNA phosphodiesterase 1 (TDP1): qHTS in cells in absence of CPT; DT40 Tdp1-/- hTDP1 cells, no CPT, ATP luminescence, 48 h; Potency, µM (top dose mostly 46.2 µM), for the others: at the top dose activity change, negative = growth inhibition, most hits filed as inhibitors; actives 15% (n = 420,000); AID 686978, 2013; also: nearly all actives have a fitted effect of over 55% in size
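Chicken DT40 Tdp1-/- cells complemented with human TDP1, screened without camptothecin (DMSO vehicle only), 400 cells/well. Compounds pin-transferred, cells incubated at 37 °C for at least 48 hr. Growth read as ATP-dependent luminescence (CellTiter-Glo, 30 min at RT).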
Active calls of the source: *; ? = inconclusive; nt = not tested or not shown; & = joins results of further samples; [ ] = remark or other dose. Calls follow the shape of the dose curve; as a rule, active = well fitted curve in the direction sought with a large enough effect; inconclusive = small, poorly fitted or top-dose-only effect, or another doubt; inactive = no such curve, though single readings can be large; an effect the other way counts as inactive or inconclusive. % is scaled to controls: 0 for no effect and ±100 for the full control effect; potency is read from the fitted curve at half-maximal effect. Random draw from the library, and some 18% of all compounds hit somewhere here.

A first look, 6 compounds:
SMILES | TDP1 inh | TDP1 cell CPT | DT40 TDP1 no CPT
COC(=O)C(O)(CC(=O)Nc1ccc(Cl)cc1F)C(F)(F)F (stereo not drawn) | 5% | 11% | 0%
CCN(CC(=O)NCc1cccs1)C(=O)c1cccc(S(=O)(=O)N2CCc3ccccc32)c1 | 0% | ? | ?
COc1ccc(Cc2nc3ccc(C(=O)N4CCC(C(N)=O)CC4)cc3o2)cc1 | nt | 1% | 17%
CC(C)Oc1cccc(C(=O)Nc2ccc(CN3CCOCC3)cc2)c1 | 0% | -20% | ?
CCCCOc1ccc(C(=O)Nc2nc3c(s2)CC(C)CC3)cc1 (stereo not drawn) | -5% | -22% | -24%
Cn1nc(-c2ccc(S(N)(=O)=O)s2)cc1C(F)(F)F | 0% | -3% | ?

The listing, repeating the preview:
SMILES | TDP1 inh | TDP1 cell CPT | DT40 TDP1 no CPT
COC(=O)C(O)(CC(=O)Nc1ccc(Cl)cc1F)C(F)(F)F (stereo not drawn) | 5% | 11% | 0%
CCN(CC(=O)NCc1cccs1)C(=O)c1cccc(S(=O)(=O)N2CCc3ccccc32)c1 | 0% | ? | ?
COc1ccc(Cc2nc3ccc(C(=O)N4CCC(C(N)=O)CC4)cc3o2)cc1 | nt | 1% | 17%
CC(C)Oc1cccc(C(=O)Nc2ccc(CN3CCOCC3)cc2)c1 | 0% | -20% | ?
CCCCOc1ccc(C(=O)Nc2nc3c(s2)CC(C)CC3)cc1 (stereo not drawn) | -5% | -22% | -24%
Cn1nc(-c2ccc(S(N)(=O)=O)s2)cc1C(F)(F)F | 0% | -3% | ?
CN(C)c1ccc(/C=N\NC(=O)c2ccc(Cn3cc(Cl)cn3)cc2)cc1 | 3% | ? | 16µM*
Cc1ccc(NNC(=O)c2cc(C)on2)c(C)c1 | 8% | 8% | -21%
Cc1cccc(C)c1NC(=O)N1C2CCC1CC(O)(c1cccnc1)C2 (stereo not drawn) | 3% | 9% | 0%
O=C(c1cc2cc(F)ccc2[nH]1)N1CCc2ccccc2C1 | 3% | -17% | ?
CSc1ccc(CNc2nc3ccccc3n3cnnc23)cc1 | nt | ? | -25%
Oc1ccc(C=NNC(=S)Nc2cccnc2)nc1 | nt | 16µM* | 21µM*
CC(c1ccccc1)n1cnc2ccccc21 (stereo not drawn) | 5% | ? | -22%
CCCS(=O)(=O)NC(=O)C1(C)CCCN(C(=O)c2nc(C)oc2C)C1 (stereo not drawn) | nt | -2% | -2%
Cn1c(=O)oc2cc(S(=O)(=O)N3CCCC(C(=O)NCc4ccc5c(c4)OCO5)C3)ccc21 (stereo not drawn) | 2% | -2% | -25%
CCc1ccc2cccc3c2c1N=CN3C | nt | -3% | -14%
COc1ccc(NC(=O)c2cc3c(=O)n(C)c4ccccc4c3s2)cc1Cl | -5% | 4% | ?
Nc1nc(C(=O)N2CCOCC2)nn1S(=O)(=O)c1ccccc1 | 3% | 0% | -6%
COc1ccccc1CNc1nc(-c2ccc(C(=O)N(C)C)cc2)nc2ccccc12 | nt | ? | ?
CC(OC(=O)c1cc(=O)[nH]c2ccccc12)C(=O)N1C(C)CCCC1C (stereo not drawn) | 0%[56.1 µM] | ? | -18%
COc1ccc(S(=O)(=O)Nc2cccc(-c3ccc(N4CCCC4)nn3)c2)c(OC)c1 | 5% | ? | -51%
O=C(CN1CCC(Cc2ccccc2)CC1)NC(=O)NCc1ccccc1 | 0% | -3% | -23%
CCN(C(=O)CN(C)S(=O)(=O)c1ccc2c(c1)c(=O)n(C)c(=O)n2C)c1ccc(OC)cc1 | 3% | -17% | 23µM*
COc1ccccc1N1CCN(C(=O)c2cc3c(-c4ccc(Cl)cc4)nn(C)c3s2)CC1 | 4% | ? | ?
Cc1nc2c(c(C)c1CCC(=O)NCc1ccc(F)cc1)c(=O)n(C)c(=O)n2C | 3% | 13% | 1%
COc1cccc(NC(=O)C2CCN(S(=O)(=O)c3ccc4c(c3)C(C)(C)C(=O)N4C)CC2)c1 | nt | 3% | ?
CCN(CC)CCNC(=O)c1ccc(NC(=O)C2CC(=O)N(CCc3ccc(OC)c(OC)c3)C2)cc1 (stereo not drawn) | 0% | -1% | 2%
Cc1ccc(OC(=O)CSc2nnc(-c3ccc4c(c3)OCO4)o2)c(C)c1 | 9% | 3% | 1%
CC(C)CNC(=O)c1cccc(NC(=O)c2ccccc2-c2ccccc2C(=O)O)c1 | nt | -6% | 19%
Clc1cccc(Cl)c1CSc1nnc2ccccn12 | 5% | ? | ?

Single records, from the list above. Values in the order: TDP1 inh	TDP1 cell CPT	DT40 TDP1 no CPT
COc1ccccc1CNc1nc(-c2ccc(C(=O)N(C)C)cc2)nc2ccccc12 across the screens: nt	?	?
CCN(C(=O)CN(C)S(=O)(=O)c1ccc2c(c1)c(=O)n(C)c(=O)n2C)c1ccc(OC)cc1 across the screens: 3%	-17%	23µM*
CC(OC(=O)c1cc(=O)[nH]c2ccccc12)C(=O)N1C(C)CCCC1C (stereo not drawn) across the screens: 0%[56.1 µM]	?	-18%

Next part
SMILES | TDP1 inh | TDP1 cell CPT | DT40 TDP1 no CPT
CCOC(=O)c1cc(-c2ccccc2)n(CCC(=O)Nc2cc(C)cc(C)c2)c1C | 3% | 15µM* | 15µM*
COC(=O)CN1C(=O)N/C(=C/c2ccc(OC)c(C)c2OC)C1=O | 9% | 4% | 0%
Cc1cc(NS(=O)(=O)c2ccc(NC(=O)c3ccc([N+](=O)[O-])s3)cc2)nc(C)n1 | 3% | -27% | 1%
C=CCOC(=O)C1=C[C@@H](c2ccccc2)C[C@@H](OCc2ccc(CO)cc2)O1 | -1% | -19% | -21%
Cc1ccc(NC(=O)CN2c3ccccc3S(=O)(=O)c3ccccc32)cc1F | 2% | ? | 18µM*
Cc1ccc(C2CC(=O)Nc3c2c(C)nn3-c2nc(C)cc(C)n2)c(C)c1 (stereo not drawn) | 3% | -14% | -25%
Cc1cnc(NC(=O)CSc2nnc(COc3c(C)cccc3C)o2)s1 | 3% | -12% | 2%
Cc1cc(C)c(S(=O)(=O)c2ccccc2C)c(SCC(C)C)n1 | -3% | ? | 23µM*
CS(=O)(=O)N1CCC2(CC1)CN(c1ccccn1)C2 | nt | 6% | -15%
CC1CCN(c2ccccc2NC(=S)NC(=O)c2ccco2)CC1 | nt | ? | 29µM*
COc1cccc(CN(CC(=O)NC2CCCC2)C(=O)c2csnn2)c1 | 0% | -12% | -2%
O=C(c1ccc(F)cc1)N1CCC(c2nc3ccccc3o2)CC1 | -4% | ? | ?
O=C(c1csnn1)N1CCC2(CCCN(c3ncccn3)C2)CC1 | nt | 10% | -7%
CCC(=O)Nc1ccnc(-c2cccnc2)n1 | 1% | -14% | -6%
O=C(Nc1ccc2c(c1)OCCO2)c1cccnc1 | 4% | -12% | -21%
COc1ccccc1C(=O)Nc1ccccc1N1CCOCC1 | 4% | ? | ?
S=c1[nH]nc(-c2ccco2)n1Cc1ccccc1 | -3% | -8% | -3%
COc1ccccc1N1CCN(C(=O)CCc2ccc(S(=O)(=O)NC(C)C)cc2)CC1 | 1% | ? | 18µM*
O=C(Cc1c(F)cccc1Cl)Nc1ccccn1 | nt | ? | ?
CC(C)OC(=O)c1ccc(OC(=O)c2cccnc2)cc1 | 3% | ? | ?
COc1cccc(C(C(=O)NC2CCCCC2)N(C(=O)c2ccco2)c2ccc(-n3cnnn3)c(C)c2)c1 (stereo not drawn) | 2% | -25% | -30%
N#CC1=C(N)C(C#N)(C#N)[C@H](c2ccncc2)[C@H]2CN(C(=O)OCc3ccccc3)CC=C12 | 5% | ? | ?
CCOC(=O)COc1ccc(S(=O)(=O)Nc2ccc(C)cc2)cc1 | 5% | -3% | -15%
CC=Cc1cc2c(c(=O)o1)C(=O)C(O)C(C)O2 (stereo not drawn) | nt | 3.7µM* | 2.9µM*
CCCOC(=O)c1cc(-c2ccc(C=O)o2)ccc1Cl | -3% | -74% | ?
COc1ccc(C2=C(C)C(=O)N(Cc3ccc(C(=O)Nc4ccc(C)c(C)c4)cc3)S2(=O)=O)cc1 | 7% | -22% | ?
CC(=O)Nc1ccc(NS(=O)(=O)c2ccc3c(c2)NC(=O)CC(=O)N3)cc1 | 0% | 4% | 17%
O=C(Nc1ccc2c(c1)OCCO2)c1[nH]c(C(F)(F)F)nc1-c1ccccc1 | nt | ? | ?
COc1cc(C(C)=O)ccc1COc1ccc(C(=O)OCC(N)=O)cc1OC | -3% | 37%[activator] | -2%
CC(=O)c1cccc(NC(=S)NC(=O)Cc2ccc(Cl)cc2)c1 | 4% | -3% | -4%
CCc1c(C)nc2cc(-c3cc(OC)cc(OC)c3)nn2c1N1CCCC1 | -2% | 29µM* | 23µM*
O=c1cc(-c2ccccc2)nc(SCc2ccccc2F)[nH]1 | -4% | 1% | 6%
CC(C)(C)C1CCC(=NNC(=S)NCc2ccccc2)CC1 (stereo not drawn) | 3% | ? | ?
O=C1NN(c2ccc(F)c(Cl)c2)C(=O)/C1=C\c1cccc(OC(=O)c2cccs2)c1 | 7% | ? | 0%
CC(=O)Nc1ccc(Nc2cc(C)nc3c(-c4ccccc4)c(C)nn23)cc1 | 1% | ? | ?
COc1ccc(C2=Nn3c(nnc3C(F)(F)F)SC2)cc1 | nt | -26% | ?
C#CCNC(=O)C1=C[C@@H](c2cn(C(C)=O)c3ccccc23)C[C@@H](OCc2ccc(CO)cc2)O1 | 8% | 23µM* | 23µM*
O=c1[nH]cnc2onc(-c3ccc(F)cc3)c12 | nt | 15% | -27%
O=C(NC(NC(=S)Nc1c(Cl)cc(Cl)cc1Cl)C(Cl)(Cl)Cl)OCc1ccccc1 (stereo not drawn) | -1% | ? | 16µM*
Cn1nnnc1SCc1cccc2ccccc12 | 6% | -3% | 0%
CCC(C)c1ccc(NC(=O)COC(=O)C2CCCC2)cc1 (stereo not drawn) | -12% | 8% | -3%
CCC(C)[C@H](NC(=O)NCc1ccc(Cl)cc1)C(=O)OC (stereo partly drawn) | 1% | -29% | -27%
N#C/C(=C\c1ccc(Cl)cc1)c1nc2ccccc2o1 | 7% | ? | -17%
CC(C(=O)Nc1ccc2c(c1)OCO2)N(c1ccc(Cl)cc1)S(C)(=O)=O (stereo not drawn) | 12% | 0% | 1%
CC(=C\c1ccccc1)/C=C1/SC(=S)N(CC(=O)O)C1=O | nt | 4% | -14%
CCN(CC)N=Nc1cccc(NC(C)=O)c1 | -8% | 12µM* | 3.3µM*
C=CC[C@H](CC(=O)N[C@H](CO)Cc1ccccc1)C(=O)N[C@@H](COC(=O)[C@H](CC=C)CC(=O)OC(C)(C)C)Cc1c[nH]c2ccccc12 | 4% | 21µM* | 23µM*
Cc1ccc2[nH]c(C(=O)N/N=C/c3ccccc3O)c(C)c2c1 | nt | 4.6µM* | 4.6µM*
O=C(O)c1cc(NN=C2CCN(Cc3ccccc3)CC2)ccc1Cl | 10% | 1% | 4%
Cn1c(/C=N/NC(=O)c2ccccc2)nc2ccccc21 | ? | ? | 26µM*
CN1C[C@@H]2C(c3ccccc3)C3(c4ccc(C#N)cc4)CC2(C3)[C@H]1c1ccccc1 (stereo partly drawn) | 6%&5% | ? | ?
Cc1ccc(-c2cnc(C(O)c3ccc(Cl)cc3C)[nH]2)cc1 (stereo not drawn) | nt | 23µM* | ?
COc1ccccc1NC(=O)COc1ccccc1C(=O)c1cnn(-c2ccccc2)c1 | 3% | 21µM* | 23µM*
O=C(OCc1cc(=O)n2nc(C3CCCCC3)sc2n1)c1ccc(F)cc1 | 3% | -3% | -28%
CCOC(=O)CN1C(=O)c2ccccc2C1=O | -2% | -11% | 6%
O=C(O)CN(c1ccccn1)S(=O)(=O)c1ccccc1 | 4% | ? | 12%
CC(=O)c1ccc(NC(=O)CSc2nnc3ccc(-c4ccc(Br)cc4)nn23)cc1 | 0% | ? | ?
C#Cc1ccc([C@H]2C=C(C(=O)NCc3nc4ccccc4[nH]3)O[C@@H](OCC)[C@@H]2CCCO)cc1 | nt | ? | ?
Cc1sc2ncnc(N3CCC(C(=O)NNC(=O)COc4ccccc4F)CC3)c2c1C | nt | ? | ?
CCCCn1c(SCC(=O)Nc2cccc(OC)c2)nc2c(sc3ccccc32)c1=O | 0% | -8% | -19%
(list continues)
SMILES | TDP1 inh | TDP1 cell CPT | DT40 TDP1 no CPT
O=C(c1ccc(Cl)cc1Cl)N1CCN(c2ccccn2)CC1 | 3% | ? | -22%
CC(NCc1ccc2c(c1)OCO2)C(=O)NC1CCCc2ccccc21 (stereo not drawn) | 1% | ? | ?
C/C(=C\c1ccc(N)cc1)c1nc2ccccc2[nH]1 | nt | -12% | -4%
CCCC(OC(=O)CC1Sc2ccccc2NC1=O)C(=O)NCc1ccco1 (stereo not drawn) | 8% | -23% | ?
CN(c1ccccc1C(=O)Nc1ccc2ccccc2c1)S(C)(=O)=O | nt | -19% | -2%

Compound activity deposited in PubChem BioAssay by National Center for Advancing Translational Sciences (NCATS).
